LmPK inh – qHTS Assay for Inhibitors of Leishmania Mexicana Pyruvate Kinase (LmPK); Q27686; purified LmPK, Kinase-Glo ATP luminescence, 1 h; Potency, µM (series often up to 57.5 µM), without a hit: at the highest dose activity change, negative = inhibition, hits mostly inhibitors; hit rate 0.37% among 290,000; AID 1721, 2009; also: potency is read from the fitted curve at half-maximal effect; % is scaled to controls: 0 for no effect and ±100 for the full control effect
Target sequence (Q27686 whole entry, looked up): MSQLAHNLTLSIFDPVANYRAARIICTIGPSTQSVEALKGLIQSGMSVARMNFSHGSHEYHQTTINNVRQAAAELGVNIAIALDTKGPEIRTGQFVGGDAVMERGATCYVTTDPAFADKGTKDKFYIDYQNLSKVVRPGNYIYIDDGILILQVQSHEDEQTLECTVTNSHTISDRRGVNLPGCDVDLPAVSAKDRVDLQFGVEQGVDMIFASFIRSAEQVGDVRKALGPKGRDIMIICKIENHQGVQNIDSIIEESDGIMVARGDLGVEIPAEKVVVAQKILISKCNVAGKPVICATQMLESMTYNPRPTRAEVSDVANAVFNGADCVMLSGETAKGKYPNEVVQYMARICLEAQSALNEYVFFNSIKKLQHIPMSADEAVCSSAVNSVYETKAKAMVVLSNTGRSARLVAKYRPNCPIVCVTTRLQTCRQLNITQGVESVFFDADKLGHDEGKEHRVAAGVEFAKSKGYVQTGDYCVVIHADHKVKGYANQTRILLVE
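Kinase-Glo luminescence read after 1 h RT reaction of 0.1 nM LmPK with 0.5 mM PEP and 0.1 mM ADP. Activity scaled between uninhibited and enzyme-free controls.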
TbPYK inhibitor – qHTS of Trypanosoma Brucei Inhibitors. TbPYK enzyme, Kinase-Glo Plus ATP luminescence, 45 min. Potency, µM (top dose mostly 76.8 µM), for the others: top-dose activity, negative = inhibition, usual class: inhibitors. hit rate 0.12% among 410,000; also: potency is read from the fitted curve at half-maximal effect; % is scaled to controls: 0 for no effect and ±100 for the full control effect; nearly all actives have a fitted effect of over 50% in size
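T. brucei PYK with substrate was exposed to pin-transferred compounds across a concentration series, then started with 130 uM ADP (final). After 45 min at room temperature, Kinase-Glo Plus luminescence was read, normalized and curve-fitted.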
Shiga toxin inh – A qHTS for Small Molecule Inhibitors of Shiga Toxin | Vero cells, Shiga toxin protein synthesis inhibition reporter | inhibition, % at 38.7 µM | hit rate 9.2% among 290,000; in the data active = inhibition mostly above about 28%, no sharp cut-off; inactive = mostly below about 43%; also: 0% is about no effect
Cycloheximide cs – Cycloheximide Counterscreen for Small Molecule Inhibitors of Shiga Toxin. max response, %. cell reporter, cycloheximide protein synthesis inhibition counterscreen. hit rate 12% among 300,000. AID 2314, 2010; in the data active = max response mostly above about 13%, no sharp cut-off; inactive = mostly below about 14%; also: read at 38.3 µM for the half of the compounds with a filed dose; 0% is about no effect
Pf growth 48h – Primary qHTS for delayed death inhibitors of the malarial parasite plastid, 48 hour incubation; P. falciparum luciferase growth in erythrocytes, 48 h; Potency, µM (doses to about 28.7 µM), for inactives: top-dose activity change, negative = inhibition, usual class: inhibitors; hit rate 5.9% among 310,000; AID 504832, 2011; also: potency is read from the fitted curve at half-maximal effect; % is scaled to controls: 0 for no effect and ±100 for the full control effect
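Read-out is firefly luciferase luminescence from an integrated reporter in P. falciparum, so falling signal marks reduced parasite growth. Infected erythrocytes were at 2% hematocrit and 0.1% parasitemia (final) in Albumax-supplemented RPMI 1640.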
HCV inhibitor – qHTS Assay for Inhibitors of Hepatitis C Virus (HCV); Huh7.5.1 HCVcc-Cre infection, luciferase reporter, 44 h; Potency, µM (titrated, usually from 41.8 µM), inactives show at the highest dose activity change, negative = inhibition, hits mostly inhibitors; hit rate 3.4% among 340,000; AID 651820, 2012; also: potency is read from the fitted curve at half-maximal effect; % is scaled to controls: 0 for no effect and ±100 for the full control effect
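Infectious HCV cell culture screen: compound-treated cells (1,000/well, pre-plated 4 h) are infected with HCVcc-Cre at roughly 0.5 moi and grown 44 h. Infection is quantified by luciferase signal after 15 min substrate incubation at room temperature.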
Pf growth 96h – Primary qHTS for delayed death inhibitors of the malarial parasite plastid, 96 hour incubation; Potency, µM (highest dose often 28.7 µM), inactives show top-dose activity change, negative = inhibition, most hits filed as inhibitors; P. falciparum luciferase reporter growth, 96 h; hit rate 6.9% among 320,000; also: potency is read from the fitted curve at half-maximal effect; % is scaled to controls: 0 for no effect and ±100 for the full control effect
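Two parasite generations (96 h, 37 C, 5% CO2) of compound exposure in infected erythrocytes (0.05% parasitemia, 2% hematocrit). Luciferase-reporter P. falciparum; decreased luminescence indicates inhibited growth, aimed at apicoplast-acting delayed death.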
* hit, by the source's call; u = inconclusive; x = not tested or not shown; & = joins results of further samples; [ ] = another dose, or the depositor's remark. Unless noted, calls follow the shape of the dose curve; as a rule, active = well fitted curve in the direction sought with a large enough effect; inconclusive = small, poorly fitted or top-dose-only effect, or another doubt; inactive = no such curve, though single readings can be large; an effect the other way counts as inactive or inconclusive.

SMILES	LmPK inh	TbPYK inhibitor	Shiga toxin inh	Cycloheximide cs	Pf growth 48h	HCV inhibitor	Pf growth 96h
C=CCN1CC(c2nc3ccccc3n2Cc2ccccc2)CC1=O (stereo unspecified)	-2.7%	1.6%	3.0	-3.1	u	-4.7%	-29.9%[5.75 µM]
Brc1cccc(CN2CCCCCC2)c1	0.0%	-7.2%	-7.7	-1.5	8.7%	9.4%	-16.5%
CC(C)c1nccn1S(=O)(=O)c1cccc([N+](=O)[O-])c1	-3.7%	-2.6%	-0.5	-5.3	8.8%	-11.1%	38.7%[activator]
COC(=O)c1sccc1NC(=O)CC1C(=O)NCCN1C(=O)c1c(F)cccc1Cl (stereo unspecified)	0.7%	-5.0%	-3.6	13.0	1.8%	u	0.0%
CCOc1cc(/C=N/NC(=O)CSc2nncn2C)ccc1OC(=O)c1ccc(Cl)cc1	1.6%	10.2%	-7.2	-3.6	-1.2%	17.0%	-3.1%
CNCCc1ccccn1	2.3%	4.5%	0.3	-1.9	-5.5%	-19.9%[8.37 µM]	-2.2%
O=C(NCc1ccc(F)cc1)C1CCN(S(=O)(=O)c2ccc3c(c2)OCCCO3)CC1	5.2%	-5.4%	-8.8	-2.2	-8.5%	u	u
CCC(C)c1ccccc1N1CC(C(=O)Nc2ccc(S(=O)(=O)N3CCOCC3)cc2)CC1=O (stereo unspecified)	x	0.5%	x	x	u	11.6%	u
S=C(NCc1cccnc1)c1ccccc1	-2.3%	-1.4%	-4.3	-2.9	-3.0%	2.2%	50.6%[activator]
CCOC(=O)c1nnn(-c2nonc2N)c1CN(CC)c1ccccc1	6.7%	-5.9%	1.8	-4.4	x	-26.3%	u
O=C(Cn1cccc1C(=O)c1ccccc1)NCc1cccs1	1.1%	-3.6%	43.1	1.8	10.4%	3.2%	-1.2%
CCc1ccccc1NC(=O)c1ccc2nc(N3CCOCC3)sc2c1	-6.6%	-1.9%	-0.8	-0.2	-7.4%	-28.1%	33.5%[activator]
CN(C)CCCN1C(=O)C(=O)/C(=C(/O)c2ccncc2)C1c1cccc(Br)c1 (stereo unspecified)	-0.5%	-1.5%	16.3	-1.7	3.2%	-0.2%	5.2%
COc1ccc(CC(=O)OCC(=O)Nc2ccc3[nH]c(=O)[nH]c3c2)cc1	x	-1.5%	x	x	-11.9%	0.1%	5.1%
CCOC(=O)C1(CC)NC(c2ccco2)C2C(=O)N(CC)C(=O)C21 (stereo unspecified)	-0.6%	-4.7%	-2.4	0.7	12.4%	5.6%	-1.0%
Cc1nc2ccc(S(=O)(=O)N(C)CC(=O)Nc3ccccc3F)cc2s1	2.1%	-0.2%	-3.6	-1.0	u	6.5%	0.2%
O=S(=O)(NCc1ccc(F)cc1)c1ccc(Br)cc1Br	x	0.0%	x	x	2.4%	10.9%	37.6%[activator]
N#Cc1cnc(Oc2ccc(Cl)cc2)nc1N	-0.5%	2.2%	26.8	18.9*	40.7%[activator]	-0.2%	33.3%[activator]
CCc1cc(C(=O)O)c(NC(=O)/C=C/c2ccc(OC)c(OC)c2)s1	0.5%	-0.2%	-8.5	-2.6	u	9.5%	u
CCOc1ccc(CCNC(=O)C2CC(=O)N(CCc3ccc(OC)c(OC)c3)C2)cc1OCC (stereo unspecified)	x	-1.9%&-6.8%	x	x	-26.3%	u	u
COc1ccc(N2CCOCC2)c(NC(=O)c2ccc(Br)o2)c1	1.3%	2.2%	-3.6	-2.2	u	x	9.6%
CCOc1ccccc1NC(=O)CSc1nnc(Cc2cccn2C)n1-c1ccc(F)cc1	5.4%	-2.1%	-1.0	6.8	5.86µM*	u	-26.3%
OCC(Cc1ccc2c(c1)OCO2)C(CO)Cc1ccc2c(c1)OCO2 (stereo unspecified)	3.9%	-0.4%	-1.1	-8.6	11.2%	-18.8%	u
COc1ccc(NC(=O)c2oc3ccccc3c2C)c(OC)c1	0.7%	-6.1%	46.5*	16.1*	17.5%	u	-14.4%

Some of the entries so far, with two lines to a compound.
Values in the order: LmPK inh	TbPYK inhibitor	Shiga toxin inh	Cycloheximide cs	Pf growth 48h	HCV inhibitor	Pf growth 96h
CCOC(=O)c1nnn(-c2nonc2N)c1CN(CC)c1ccccc1
  6.7%	-5.9%	1.8	-4.4	x	-26.3%	u
O=C(Cn1cccc1C(=O)c1ccccc1)NCc1cccs1
  1.1%	-3.6%	43.1	1.8	10.4%	3.2%	-1.2%
CCc1ccccc1NC(=O)c1ccc2nc(N3CCOCC3)sc2c1
  -6.6%	-1.9%	-0.8	-0.2	-7.4%	-28.1%	33.5%[activator]
CN(C)CCCN1C(=O)C(=O)/C(=C(/O)c2ccncc2)C1c1cccc(Br)c1 (stereo unspecified)
  -0.5%	-1.5%	16.3	-1.7	3.2%	-0.2%	5.2%
COc1ccc(CC(=O)OCC(=O)Nc2ccc3[nH]c(=O)[nH]c3c2)cc1
  x	-1.5%	x	x	-11.9%	0.1%	5.1%
CCOC(=O)C1(CC)NC(c2ccco2)C2C(=O)N(CC)C(=O)C21 (stereo unspecified)
  -0.6%	-4.7%	-2.4	0.7	12.4%	5.6%	-1.0%
Cc1nc2ccc(S(=O)(=O)N(C)CC(=O)Nc3ccccc3F)cc2s1
  2.1%	-0.2%	-3.6	-1.0	u	6.5%	0.2%
O=S(=O)(NCc1ccc(F)cc1)c1ccc(Br)cc1Br
  x	0.0%	x	x	2.4%	10.9%	37.6%[activator]
N#Cc1cnc(Oc2ccc(Cl)cc2)nc1N
  -0.5%	2.2%	26.8	18.9*	40.7%[activator]	-0.2%	33.3%[activator]
CCc1cc(C(=O)O)c(NC(=O)/C=C/c2ccc(OC)c(OC)c2)s1
  0.5%	-0.2%	-8.5	-2.6	u	9.5%	u
CCOc1ccc(CCNC(=O)C2CC(=O)N(CCc3ccc(OC)c(OC)c3)C2)cc1OCC (stereo unspecified)
  x	-1.9%&-6.8%	x	x	-26.3%	u	u
COc1ccc(N2CCOCC2)c(NC(=O)c2ccc(Br)o2)c1
  1.3%	2.2%	-3.6	-2.2	u	x	9.6%

(listing goes on)
SMILES	LmPK inh	TbPYK inhibitor	Shiga toxin inh	Cycloheximide cs	Pf growth 48h	HCV inhibitor	Pf growth 96h
C/C(=N\NC(=O)Cc1c(Cl)cccc1Cl)c1cccnc1	2.7%	-0.2%	3.9	-1.3	-2.0%	x	u
CC(C)(C)OC(=O)C(Cl)(C(=O)OC(C)(C)C)c1ccc2nnnn2n1	-0.1%	-10.7%	15.5	10.3	-23.2%	u	u
O=C1NC2(CCCCC2)C(=O)N1Cc1ccc([N+](=O)[O-])cc1	-1.1%	2.1%	-9.2	-3.1	-1.1%	1.4%	4.7%
Cc1ccc(N2CC(C(=O)OCC(=O)Nc3ccccc3C)CC2=O)cc1 (stereo unspecified)	x	-9.1%	x	x	16.2%	16.6%	-5.1%
O=[N+]([O-])c1ccc(N2CCOCC2)c2ccncc12	4.8%	1.5%	-9.6	1.7	-16.1%	-26.7%	-0.7%
CC(C)(C)n1nnnc1C(c1ccccc1F)N1CCN(C(=O)c2ccco2)CC1 (stereo unspecified)	-1.6%	-3.7%	2.7	-1.7	-24.8%	9.1%	-20.3%
O=C(NCc1cc(C(F)(F)F)cc(C(F)(F)F)c1)C1CC(c2ccccc2C(F)(F)F)=NO1 (stereo unspecified)	x	-7.2%	x	x	u	u	u
COc1ccc(OC)c(S(=O)(=O)NC(N)=NCCc2ccccc2)c1	-3.3%[11.5 µM]	1.6%	25.4	-6.5	29.6%	25.0%	u
COc1ccc(NC(=O)Cc2ccc(-c3ccccc3)cc2)cn1	0.7%	13.4%	4.4	7.0	u	-26.7%	-4.3%
O=C(c1ccc(Cl)c(S(=O)(=O)N2CCCC2)c1)N1CCN(c2ccccc2)CC1	4.2%	-5.3%	-6.7	-2.2	-19.5%[5.75 µM]	u	14.5%
CS(=O)(=O)N(Cc1ccco1)CC(O)Cn1c2ccccc2c2ccccc21 (stereo unspecified)	2.2%	-1.3%	-2.9	1.4	9.28µM*	-5.2%	x
Cc1nc2ccc(-n3ccc(=O)cc3)cc2s1	2.2%	1.3%	-11.1	2.6	21.9%	18.5%	u
Cc1ccc(S(=O)(=O)N(C)CCCC(=O)NCc2ccc3c(c2)OCO3)cc1	1.9%	-4.9%	14.0	-1.0	-18.5%	-13.1%&-8.3%	-20.1%
O=C(CCCN1C(=O)/C(=C/c2cccs2)SC1=S)Nc1cccnc1	-1.4%	5.3%	-3.4	-1.7	-17.2%	u	3.2%
CC(Oc1ccc2c(c1)oc(=O)c1ccccc12)C(=O)NCCCN1CCOCC1 (stereo unspecified)	2.4%	-3.7%	-9.2	-4.4	-5.7%	-14.1%	31.9%[activator]
CCOc1ccccc1N1CCN(S(=O)(=O)c2cccc3nsnc23)CC1	-0.1%	5.5%	-18.3	-1.9	-17.0%	0.2%	u
CCn1c2ccccc2c2cc(C3C(C#N)=C(C)NC(C)=C3C#N)ccc21	1.2%	-2.2%	-3.9	1.5	u	11.2µM*	0.1%
Cc1ccc(C23OC(=O)C(C)(C)C2OC(=O)C3(C)C)cc1 (stereo unspecified)	-2.0%	1.9%	-5.4	6.9	9.28µM*	3.0%	13.1µM*
Cc1ccc(OCC(=O)Nc2nnc(S(=O)(=O)N3CCCCCC3)s2)cc1C	-0.9%	0.5%	3.0	3.5	-1.2%	-0.6%	94.1%[activator]
CC1CCN(C(=O)COC(=O)CCc2c[nH]c3ccccc23)CC1	5.9%	2.3%	-9.2	4.3	-1.6%	19.3%	32.1%[activator]
CC1(C)CC(=O)C2=C(C1)OC(N)=C(C#N)C21CCN(C(=O)OCc2ccccc2)CC1	-12.7%	-7.6%	12.0	17.0	-2.1%	6.2%	12.6%
NC(=O)C1CCN(C(=O)/C=C/c2cccc(Br)c2)CC1	-11.1%	3.5%	16.5	-1.7	20.9%	4.7%	69.8%[activator]
Cc1cc(S(=O)(=O)N2CCCC2)ccc1OCC(=O)NC1CCCC1	7.1%	-8.6%	-5.5	-1.6	-1.0%	-3.9%	27.6%
CCOC(=O)c1c[nH]c(=S)n(-c2ccccc2)c1=O	x	-4.8%	x	x	11.8%	17.1%	51.5%[activator]
O=C(NC1CC1)C1CCCN1C(=O)NC1CCCCC1 (stereo unspecified)	0.2%	20.3%	-7.2	7.5	8.7%	14.8%	u
CCCCOc1ccc(C(=O)NCC(=O)NCc2ccncc2)cc1	x	-4.8%	x	x	2.9%	5.9%	13.7%
Cc1ccc(S(=O)(=O)N2CCCOC2CNC(=O)C(=O)NCc2cccnc2)cc1 (stereo unspecified)	-3.1%	-8.1%	-3.6	-1.6	4.7%	2.2%	8.1%
Cc1nc2ccccn2c1C(=O)NN=C1C2CC3CC(C2)CC1C3	0.7%	32.4%	11.3	11.4	-0.7%	6.2%	50.0%[activator]
CCOc1ccc(S(=O)(=O)NCCC(=O)OC(C)C(=O)N2CCc3ccccc32)cc1 (stereo unspecified)	1.5%	2.5%	-9.7	6.3	52.0%[activator]	-17.1%	-6.2%

Compound activity from PubChem.
